CHO-K1 Ca PAM – nonselective activator or artifact in parental CHO-K1 calcium assay; 0.02% of 360,000 active; ATP EC20, Fluo-8 calcium fluorescence; 0% at ATP EC20, 100% at ATP max; activation, % at 3 µM;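 active means activation above the run cutoff, the mean activation of all test compounds plus 3 SD, cut at about 40% in these data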;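 further: peak over basal fluorescence ratio in a 140 s read after ATP addition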
V1aR counter – V1a receptor agonism, counter-screen for OXTR agonists | CHO-V1R cells, Fluo-8 calcium fluorescence, agonist mode; 0% DMSO, 100% 3 nM vasopressin | activation, % at 3 µM | 0.25% of 320,000 active;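 active means activation above the mean activation of all tested compounds plus 3 SD, per screening run, cut at about 20% in these data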;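 further: signal is peak over basal fluorescence ratio across a 100 second FLIPR read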
Target sequence (P37288 whole entry, looked up): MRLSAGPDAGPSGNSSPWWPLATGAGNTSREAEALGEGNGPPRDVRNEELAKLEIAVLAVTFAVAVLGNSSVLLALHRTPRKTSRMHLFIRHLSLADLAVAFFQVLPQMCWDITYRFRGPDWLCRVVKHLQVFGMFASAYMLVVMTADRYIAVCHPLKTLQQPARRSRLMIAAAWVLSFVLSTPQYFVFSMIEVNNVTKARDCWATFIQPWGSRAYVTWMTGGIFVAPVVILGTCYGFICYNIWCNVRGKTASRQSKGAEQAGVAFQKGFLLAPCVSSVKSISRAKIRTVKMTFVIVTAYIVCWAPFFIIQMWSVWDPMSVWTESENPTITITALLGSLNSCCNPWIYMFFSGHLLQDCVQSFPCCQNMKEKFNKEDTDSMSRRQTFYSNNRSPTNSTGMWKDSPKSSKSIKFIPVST
CHO parental Ca – signal in parental CHO cells, OX1R antagonist counter-screen. parental CHO-K1, ATP-induced calcium, Fluo-8 fluorescence. inhibition, % at 5.6 µM. 0.63% of 330,000 active;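 active means inhibition above that plate's mean sample inhibition plus 3 SD, cut at about 26% in these data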;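 further: 0% = ATP-challenged DMSO wells and 100% = DMSO wells without ATP; some compounds past the cut are filed as inactive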
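Test system: untransfected parental CHO cell line. Compound: one dose, 5.6 µM nominal. Detection: intracellular calcium via Fluo-8 no-wash fluorescent dye. Measure: % inhibition. Benchmarks: ATP-challenged DMSO wells low, unchallenged DMSO wells high.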
CHO-K1 Ca antag – counter-screen for M1 antagonists: effect in parental CHO-K1 cells; 0.6% of 360,000 active; ATP-induced calcium, Fluo-8 fluorescence; inhibition, % at 3 µM; AID 602250;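 active means inhibition above a per-plate cutoff, the plate's mean sample inhibition plus 3 SD, cut at about 24% in these data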;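 further: 0% = DMSO plus EC80 ATP and 100% = DMSO alone without ATP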
OXTR potentiate – human OXTR potentiation; 0.061% of 320,000 active; P30559; activation, % at 3 µM; AID 2445; CHO-OTR cells, Fluo-8 calcium fluorescence, potentiator mode; 0% = oxytocin EC15, 100% = EC100;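 active means activation above that plate's cutoff, the mean activation of tested compounds plus 3 SD, cut at about 6.6% in these data, passing the limit was not always enough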;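 further: 100% uses oxytocin at 75 nM as the full agonist control; some results filed as inactive read as strong as hits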
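Dosing: Single dose, 3.0 µM nominal final compound concentration | Material: Human OTR in CHO cells | Technique: Kinetic Fluo-8 calcium fluorescence | Benchmarks: EC15 oxytocin alone as 0%, 75 nM oxytocin as 100% | Probe or stimulus: Oxytocin at about EC15, sub-maximal agonist stimulus | Incubation: Compound 6 min at room temperature before oxytocin, 100 s read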
CHRM1 agonist – human M1 muscarinic receptor agonism; P11229; activation, % at 3 µM; CHO-K1 hM1, Fluo-8 calcium fluorescence, agonist mode; 0% DMSO, 100% acetylcholine EC100; 0.33% of 360,000 active; AID 588814;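 active means activation above the run's mean compound activation plus 3 SD, cut at about 16% in these data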;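 further: peak over basal fluorescence ratio within a 140 s kinetic read after compound addition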
TAAR1 ag – agonists of human TAAR1; Q96RJ0; CHO RD-HGA16 TAAR1, Fluo-8 calcium fluorescence; vehicle wells 0%, saturating PEA agonist 100%; activation, % at 3 µM; 0.99% of 360,000 active;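 active means activation above the mean activation of all test compounds in the run plus 3 SD, cut at about 38% in these data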
Target sequence (Q96RJ0 whole entry, looked up): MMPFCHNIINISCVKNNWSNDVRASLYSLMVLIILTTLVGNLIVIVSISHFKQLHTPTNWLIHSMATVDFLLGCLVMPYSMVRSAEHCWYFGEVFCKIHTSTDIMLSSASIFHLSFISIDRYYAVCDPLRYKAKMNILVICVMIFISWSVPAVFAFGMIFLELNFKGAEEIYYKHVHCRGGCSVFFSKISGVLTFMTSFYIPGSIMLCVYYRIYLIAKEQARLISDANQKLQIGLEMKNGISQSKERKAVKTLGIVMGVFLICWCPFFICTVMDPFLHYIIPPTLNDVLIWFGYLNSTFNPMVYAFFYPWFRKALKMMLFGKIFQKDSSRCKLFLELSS
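Assay system: CHO-derived RD-HGA16 cells with stable Gα16 and human TAAR1; timing: 17-24 h seeding, 75 min 37 °C dye, 30 min RT; read-out: % activation from peak over basal fluorescence ratio, DMSO-to-PEA scaled; measured by: kinetic Fluo-8 calcium fluorescence; benchmarks: low control DMSO, high control PEA (EC100); doses: 3 µM single concentration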
CHO-K1 Ca ag – counter-screen for M1 agonists: effect in parental CHO-K1 cells; Fluo-8 calcium fluorescence; scaled to maximal ATP response, vehicle zero; AID 602248; activation, % at 3 µM; 0.48% of 360,000 active; in the data active means activation above about 15%;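 further: untransfected CHO-K1 host cells lacking M1 receptor as counterscreen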
TAAR1 antag – human TAAR1 antagonism; CHO RD-HGA16 TAAR1, Fluo-8 calcium fluorescence, antagonist; inhibition, % at 3 µM; 1.5% of 360,000 active; Q96RJ0;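 active means inhibition above a per-plate cutoff, the mean inhibition of test compounds on that plate plus 3 SD, cut at about 49% in these data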;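 further: 0% = DMSO plus EC80 beta-PEA response and 100% = DMSO alone without agonist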
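System: RD-HGA16 CHO cells with stable hTAAR1 and Gα16 | Probe or stimulus: EC80 β-phenethylamine stimulus | Dosing: 3 µM, single point | Times: Dye loading 75 min at 37 °C, then 30 min room temperature | Measured by: Fluo-8 calcium-sensitive fluorescence | Read-out basis: % inhibition of agonist calcium response | Replicates: n of 1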
* = called active by the depositor; · = no result given; & = joins results of further samples. An unsorted share of the library (roughly 3.3% active in at least one column).

SMILES	CHO-K1 Ca PAM	V1aR counter	CHO parental Ca	CHO-K1 Ca antag	OXTR potentiate	CHRM1 agonist	TAAR1 ag	CHO-K1 Ca ag	TAAR1 antag
O=C1C(Cc2ccccc2)Nc2ncnc(N3CCCCC3)c2N1Cc1ccc(Br)cc1 (configuration not stated)	-3&8	0.4	-26	-1&0	-8	-11&-10	0&0	-0.8&0.7	-7&-35
CC1=CC(C)(C)Nc2ccc(Cc3ccc4c(c3)C(C)=CC(C)(C)N4)cc21	-3	0.2	-14	-10	-16	-2	1	1.0	-28
COCC(C)n1c(C)cc(C(=O)COC(=O)c2oc3ccccc3c2C)c1C (configuration not stated)	11	2.2	8	3	-12	-5	5	2.1	23
CCCCOc1ccc(C(=O)N/C(=C/C=C/c2ccccc2)C(=O)N2CCOCC2)cc1	0	0.3	-13	-5	-5	-9	-1	-0.1	-13
c1nc(NC2CCCC2)c2[nH]cnc2n1	28	11	-9	-7	-2	-1	1	2.1	-11
O=S(=O)(c1ccc(NC(=S)N/N=C/c2ccc(N3CCOCC3)cc2)cc1)N1CCOCC1	11	2.5	-7	-11	-3	-6	3	0.6	1
COc1ccc(NC(=O)N(C)C[C@H]2OCc3cn(nn3)CCCC(=O)N([C@@H](C)CO)C[C@@H]2C)cc1	14	·	·	-8	·	-4	3	0.4	-18
CC(=O)Nc1ccc(C(=O)CSc2nnnn2C)cc1	11	0.0	-2	-12	2	-4	1	0.2	14
CN(C)c1ccc(C(=O)C(=O)c2ccccc2)cc1	5	-0.5	-2	-3	-10	-10	-1	-0.2	-11
COc1cccc(C(=O)N(CN2CCCC2=O)c2ccccc2OC)c1	-8	0.2	-23	28*	-8	-1	1	-0.3	-22
COCCCNc1nc2c(c(=O)[nH]c(=O)n2C)n1CCCc1ccccc1	16	-0.7	-13	-1	2	-5	1	1.0	-6
O=C(NCCC1=CCCCC1)C1CCN(C(=O)Nc2ccccc2)CC1	17	-0.5	-12	-4	-2	-2	2	0.7	3
CCOc1c(Br)cc(C(N)=O)cc1OCc1ccccc1	-6	1.0	-11	11	-7	-9	6	0.1	-15
CC(=O)N(C)c1cccc([N+](=O)[O-])c1	20	-0.2	-3	-7	0	-5	2	0.4	8
COc1ccc(-c2n[nH]c(=S)n2Cc2ccccc2)cc1OC	16	-1.0	-1	-6	4	-6	1	0.2	-10
COc1cccc(NC(=O)c2ccccc2Br)c1	10	0.7	-4	8	-8	-3	1	0.4	3
O=C(CCCc1ccccc1)NCc1ccc2c(c1)OCO2	23	·	·	-11	·	-4	-2	1.0	8
CCC(=O)/C=C1/Sc2ccccc2N1CC	16	-1.1	-18	0	-2	-7	-1	-0.5	2
COc1ccc(-c2nnc(NC(=O)Cc3ccccc3)o2)cc1	6	0.8	0	-16	-4	-3	0	-0.4	13
CC1=C(C(=O)Nc2ccccn2)C(c2ccc3c(c2)OCO3)C2=C(CC(C)(C)CC2=O)N1 (configuration not stated)	18	-0.3	-15	1	-6	-4	4	0.1	7
Cc1ccccc1CN1CCCOCCS1(=O)=O	16	0.7	-10	-13	-6	-3	9	0.9	0
O=C(O)c1cc(N/N=C/c2ccc3c(c2)OCO3)ccc1Cl	24	0.9	10	-18	-9	1	5	0.4	-17
CCOC(=O)c1nnc2ccnn2c1N	4	0.0	-9	-16	-5	2	0	0.5	-2
CN1C[C@@H]2C(c3ccccc3)C3(c4ccc(C#N)cc4)CC2(C3)[C@H]1c1ccccc1 (some centres not stated)	0	-0.7	-20	-10	6	-10	5	0.0	6
O=C(c1ccc(S(=O)(=O)N2CCCCC2)cc1)N1CCN=C1SCc1cccnc1	25	0.4	-16	-11	-4	-7	2	0.9	-13
CCN(CC)C(=O)C(=O)N/N=C/c1ccc(C(=O)OC)cc1	21	4.5	-4	-8	-6	-6	1	0.8	-4
COC(=O)C1=C(C)C(c2ccc(OC)cc2)NC(=O)N1 (configuration not stated)	14	-0.3	-9	-1	4	-6	8	0.2	9
O=C(NC1CCCC1)C(c1ccco1)N(Cc1ccccc1)C(=O)c1csnn1 (configuration not stated)	26	-0.9	-17	-11	-6	-5	2	1.0	5
O=C(CCS(=O)(=O)c1ccccc1Cl)NC1CCCCCC1	15	0.0	-10	-6	1	-4	-3	0.6	3
Cc1ccc2c(c1)CCCO[C@]21O[C@H](CCO)C[C@H](O)[C@H]1O	4	·	·	3	·	-6	0	0.8	4
CS(=O)(=O)c1ccc(SCC(=O)NC2CCS(=O)(=O)C2)c([N+](=O)[O-])c1 (configuration not stated)	19	1.0	-7	-8	-8	-10	1	1.4	-4
Cc1ccc(F)cc1NC(=O)CSc1n[nH]c(N)n1	9	0.9	-7	-5	-2	-2	0	0.1	-8
C/C(=N\NC(=O)c1cccc(S(=O)(=O)N2CCOCC2)c1)c1ccc(O)cc1	8	0.9	-9	11	6	-2	1	0.7	-12
Cc1c(/N=C/c2ccco2)n(Cc2ccccc2)c2ccccc12	3	0.7	-11	5	4	-3	6	0.6	25
COc1ccc2c(CC(=O)Nc3c(C)n(C)n(-c4ccccc4)c3=O)coc2c1	12	0.0	-25	-2	1	-5	3	0.2	-1
CC(=O)c1ccc(S(=O)(=O)NCC2(N3CCOCC3)CCCCC2)cc1	7	-0.3	-11	-12	4	-5	7	0.4	-12
O=c1[nH]c(=S)c2ncn(-c3ccccc3)c2[nH]1	14	0.9	2	-4	-4	-2	-1	0.3	-21
COP(=O)(OC)c1ccc(NCc2cc(O)ccc2O)cc1	25	·	·	-16	·	-3	4	1.0	-24
Cc1ccc(OCC(O)CN2CCN(CCO)CC2)c(C)c1 (configuration not stated)	-1	0.5	-12	-7	-4	-2	10	-0.2	-18
Cc1cc(Br)ccc1NC(=O)CN1C(=O)CCC1=O	9	0.4	-6	-2	1	-3	4	-0.4	1

Taken from above:
Entry for `O=C(CCS(=O)(=O)c1ccccc1Cl)NC1CCCCCC1` under V1aR counter: 0.0
Entry for `CS(=O)(=O)c1ccc(SCC(=O)NC2CCS(=O)(=O)C2)c([N+](=O)[O-])c1` (configuration not stated) under V1aR counter: 1.0
Entry for `O=c1[nH]c(=S)c2ncn(-c3ccccc3)c2[nH]1` under TAAR1 ag: -1

Next records
SMILES	CHO-K1 Ca PAM	V1aR counter	CHO parental Ca	CHO-K1 Ca antag	OXTR potentiate	CHRM1 agonist	TAAR1 ag	CHO-K1 Ca ag	TAAR1 antag
O=C(O)CCC(=O)N1CCc2cc(S(=O)(=O)Nc3ccc4c(c3)OCCO4)ccc21	25	-0.7	6	-3	-8	-2	0	0.8	2
O=C(CCC(=O)Nc1ccccc1)N/N=C/c1ccncc1	-7	0.8	-13	-2	-2	-1	1	1.1	-8
CC1CCCN(C(=O)c2ccc3c(c2)OCCO3)C1 (configuration not stated)	7	0.5	-10	-17	-4	-4	3	1.0	-13
COc1cc2c(cc1O)CC[C@@H]1[C@@H]2CC[C@]2(C)[C@@H](O)CC[C@@H]12	23	5.5	-5	7	-8	6	·	13	·
O=C(NCCC(=O)N1CCC2(CC1)NCCc1[nH]cnc12)c1cccc(Br)c1	24	-0.3	-14	-11	-3	-4	2	3.1	-6
COc1ccc(N(C(C)C(=O)NN=C2CCCCCCC2)S(C)(=O)=O)cc1 (configuration not stated)	8	-0.3	-8	2	-6	-6	5	0.8	-5
CN(C)S(=O)(=O)Nc1ccccc1C(N)=O	-6	1.1	6	6	-8	-2	1	0.5	0
CN[C@H]1C[C@H]2c3[nH]c4ccc(-c5ccc(OC)cc5)cc4c3CCN2C(=O)[C@H]1[C@H](C)O	7	·	·	-5	·	-3	3	0.8	18
Cc1cc(C)n2nc(SCC(=O)N/N=C/c3ccc(F)cc3)nc2n1	-11	0.5	-11	-9	-5	11	11	0.2	-1
CCn1c(SC(C)C(=O)OC)nnc1-c1c[nH]c2ccccc12 (configuration not stated)	10	-1.1	1	-3	1	-1	2	4.4	-14
COc1ccccc1-c1noc(CCC(=O)Nc2cccc(C(F)(F)F)c2)n1	19	4.6	5	-10	-22	-1	31	5.6	2
CC(=O)NCc1ccc(S(=O)(=O)NC(C(=O)O)C(C)C)cc1 (configuration not stated)	3	-0.3	-2	-7	-1	-1	0	0.0	-2
Cc1cc([N+](=O)[O-])ccc1P(=O)(O)c1ccc([N+](=O)[O-])cc1C	18	·	·	-13	·	-4	1	0.9	-32
O=C(CSc1n[nH]c(=O)n1C1CC1)NCc1ccccc1	-5	-0.5	-1	-11	-9	-2	2	0.3	-4
CSc1ccccc1NC(=O)c1cnc2sc(C)cn2c1=O	7	-0.3	-9	-3	-2	1	1	2.6	-31
Fc1cc(F)cc(-c2c(-c3ccccc3)ncc3ccc(F)cc23)c1	6	-0.2	-34	-20	-5	-4	15	-0.1	41
COc1cc(C(=O)NCc2cccc3ccccc23)cc(Cl)c1OC	6	1.0	-25	2	-11	-3	11	0.2	15
CN1CCN(C(=O)c2cc(Cl)ccc2NC(=O)c2ccc(Cl)cc2Cl)CC1	10	0.4	1	5	-10	-5	4	12	-4

One compound at a time, from the list above.
CC1CCCN(C(=O)c2ccc3c(c2)OCCO3)C1 (configuration not stated) across the screens: CHO-K1 Ca PAM = 7; V1aR counter = 0.5; CHO parental Ca = -10; CHO-K1 Ca antag = -17; OXTR potentiate = -4; CHRM1 agonist = -4; TAAR1 ag = 3; CHO-K1 Ca ag = 1.0; TAAR1 antag = -13
CSc1ccccc1NC(=O)c1cnc2sc(C)cn2c1=O across the screens: CHO-K1 Ca PAM = 7; V1aR counter = -0.3; CHO parental Ca = -9; CHO-K1 Ca antag = -3; OXTR potentiate = -2; CHRM1 agonist = 1; TAAR1 ag = 1; CHO-K1 Ca ag = 2.6; TAAR1 antag = -31

Reprinted at random: five compounds from above.
SMILES	CHO-K1 Ca PAM	V1aR counter	CHO parental Ca	CHO-K1 Ca antag	OXTR potentiate	CHRM1 agonist	TAAR1 ag	CHO-K1 Ca ag	TAAR1 antag
O=C(NCCC(=O)N1CCC2(CC1)NCCc1[nH]cnc12)c1cccc(Br)c1	24	-0.3	-14	-11	-3	-4	2	3.1	-6
O=C(O)CCC(=O)N1CCc2cc(S(=O)(=O)Nc3ccc4c(c3)OCCO4)ccc21	25	-0.7	6	-3	-8	-2	0	0.8	2
Fc1cc(F)cc(-c2c(-c3ccccc3)ncc3ccc(F)cc23)c1	6	-0.2	-34	-20	-5	-4	15	-0.1	41
CC1CCCN(C(=O)c2ccc3c(c2)OCCO3)C1 (configuration not stated)	7	0.5	-10	-17	-4	-4	3	1.0	-13
O=C(CSc1n[nH]c(=O)n1C1CC1)NCc1ccccc1	-5	-0.5	-1	-11	-9	-2	2	0.3	-4

High-throughput results: PubChem BioAssay, The Scripps Research Institute Molecular Screening Center
